# Assay outcomes from PubChem.
# GAA glycogen mod = GAA glycogen-cleavage inhibition or activation | P10253 | recombinant GAA, glycogen substrate, Amplex Red glucose oxidase fluorescence | Potency, µM (top dose mostly 76.4 µM), for inactives: top-dose activity change, negative = inhibition, hits mostly inhibitors | 0.38% of 300,000 active; active means well fitted inhibition curve with a large enough effect; inconclusive means small, poorly fitted or top-dose-only effect, or another doubt; inactive means no such curve, though single readings can be large or run the other way;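 further: 0% = full enzyme reaction and -100% = no-enzyme basal signal; the screen sought inhibitors and activators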
#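 qHTS, 1536-well; enzyme 4 nM final; cpd up to 77 uM; substrate bovine liver glycogen 30 ug; 50 mM citrate/phosphate pH 5.0, 0.01% Tween-20; 37 C, 40 min; Amplex Red detection 45 min RT; Hill fit → AC50.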
# The depositor's hits bear a star; ? = inconclusive; [ ] = another dose, or the depositor's remark. Potency means the concentration at half of the fitted maximal effect.
1. CCOc1ccc(N(CC)S(=O)(=O)c2c(C)[nH]c(=O)[nH]c2=O)cc1
  GAA glycogen mod: -2%
2. COc1ccc(NC(=O)CSCc2cc(=O)n3ccsc3n2)cc1
  GAA glycogen mod: -12%[76.3 µM]
3. COc1ccc(NC(=O)NNC(=O)COc2ccc3ccccc3c2)cc1
  GAA glycogen mod: 1%[76.3 µM]
4. COCCNC(=O)c1cccc(OC2CCN(C(C)COc3ccccc3)CC2)c1 (configuration not stated)
  GAA glycogen mod: -21%[76.3 µM]
5. COc1ccc(OC)c(S(=O)(=O)n2ccc(C)n2)c1
  GAA glycogen mod: -3%[76.3 µM]
6. CCN(CC(=O)Nc1c(F)cccc1F)C(=O)c1cccc(S(=O)(=O)N2CCN(c3ccccc3)CC2)c1
  GAA glycogen mod: -5%[76.3 µM]
7. Cc1ccc2c(c1)cc(C(=O)Nc1ccc(F)cc1F)n2C
  GAA glycogen mod: -3%[76.3 µM]
8. COc1ccc(C(=O)Cn2cc([N+](=O)[O-])nc2C)cc1
  GAA glycogen mod: 6%
9. O=C(O)c1ccc(/C=C/c2nc3ccccc3c(=O)[nH]2)cc1
  GAA glycogen mod: 1%
10. CNc1oc(-c2ccccc2F)nc1S(=O)(=O)c1ccc(C)cc1
  GAA glycogen mod: 2%[76.3 µM]
11. O=C(COc1ccc2c3c(c(=O)oc2c1)CCC3)N[C@@H](Cc1ccccc1)C(=O)O
  GAA glycogen mod: -8%[76.3 µM]
12. COc1ccc(CC(=O)N[C@@H](CCSC)C(=O)N2CCC3(CC2)NCCc2[nH]cnc23)cc1
  GAA glycogen mod: 9%[76.3 µM]
13. C#CCOc1ccc(C2CC(=O)Nc3c2c(C)nn3-c2nc(C)cc(C)n2)cc1 (configuration not stated)
  GAA glycogen mod: -2%[76.3 µM]
14. O=C(CSc1nnc(-c2cccs2)o1)Nc1cccc(C(F)(F)F)c1
  GAA glycogen mod: 12%[76.3 µM]
15. COc1ccc(Cn2c(-c3ccc(OC)cc3)n[nH]c2=S)cc1
  GAA glycogen mod: ?

16. CCOC(=O)Cn1c(O)c(N=NC(=O)CNC(=O)Cc2ccccc2)c2ccccc21
  GAA glycogen mod: -4%[76.3 µM]
17. COc1ccc(C(=O)c2c(C)oc3ccc(O)cc23)c(OC)c1
  GAA glycogen mod: 13%
18. O=C(Nc1ccccc1C(=O)N1CCN(Cc2ccccc2)CC1)c1ccccc1
  GAA glycogen mod: -1%[76.3 µM]
19. Cc1ncsc1CCC(=O)N1CCCC(Nc2ccc(F)c(F)c2)C1 (configuration not stated)
  GAA glycogen mod: -4%[76.3 µM]
20. Cc1cccc(C2Nc3cccc4cccc(c34)N2)c1
  GAA glycogen mod: 3%
21. Cc1cccc(NC(=O)c2ccc(S(=O)(=O)N3CCC(C)CC3)cc2)n1
  GAA glycogen mod: -8%[76.3 µM]
22. Cc1ccc(S(=O)(=O)c2nnn3c2nc(NC2CCN(Cc4ccccc4)CC2)c2ccccc23)cc1C
  GAA glycogen mod: -4%[76.3 µM]
23. c1ccc(CCCc2nc(-c3cccnc3)no2)cc1
  GAA glycogen mod: 5%[76.3 µM]
24. O=S(=O)(c1ccc(F)cc1)N1CCN(CC(O)COc2ccccc2F)CC1 (configuration not stated)
  GAA glycogen mod: -15%
25. COc1ccc(S(=O)(=O)N2CC(C)N(C(=O)N(C)C)C2C)cc1 (configuration not stated)
  GAA glycogen mod: 0%[76.3 µM]
26. COC(=O)c1ccc(NC(=O)c2ccc3c(c2)C(=O)N(C)C3=O)cc1
  GAA glycogen mod: 21%[76.3 µM]
27. O=C(NC1CCCC1)C(c1ccc(F)cc1)N(C(=O)c1csnn1)C1CC1 (configuration not stated)
  GAA glycogen mod: -1%
28. O=[N+]([O-])c1ccc(N2CCN(Cc3cccc([N+](=O)[O-])c3)CC2)cc1
  GAA glycogen mod: -2%[76.3 µM]
29. C/C(=N\N1CCCCC1)c1ccccc1O
  GAA glycogen mod: -6%
30. CCC/C=N/Nc1nnc(Cc2ccc(OC)c(OC)c2)c(=O)[nH]1
  GAA glycogen mod: ?

31. CC(=O)OCCN(CCCn1c(-c2ccncc2)nc2ccccc21)c1nc(CN2CCCCC2)cs1
  GAA glycogen mod: 18%[76.3 µM]
32. COc1ccc(-c2cn3nc(N4CCCC(C(=O)Nc5cccc(Cl)c5C)C4)sc3n2)cc1 (configuration not stated)
  GAA glycogen mod: -13%[76.3 µM]
33. Oc1ccc(/C=N/Nc2ccc(Cl)nn2)cc1O
  GAA glycogen mod: 6.3µM*
34. Cc1cccc(-c2noc(CCCC(=O)NC3CCCC3)n2)c1
  GAA glycogen mod: -1%
35. Fc1ccccc1/C=N/Nc1nc2ccccc2o1
  GAA glycogen mod: 0%
36. O=C(CC(C(=O)O)c1ccc(Cl)cc1)c1ccc(Cl)c(Cl)c1 (configuration not stated)
  GAA glycogen mod: 0%
37. CC1(C)CN(C(Cc2ccccc2)C(N)=O)C1=O (configuration not stated)
  GAA glycogen mod: -5%
38. CC(NCCc1ccc(S(N)(=O)=O)cc1)C(=O)NCCc1ccc(F)cc1 (configuration not stated)
  GAA glycogen mod: -3%
39. O=C(Nc1nc2cc3c(cc2s1)OCO3)C1CCCCC1
  GAA glycogen mod: 2%[76.3 µM]
40. CCOc1ccc(N(CC(=O)NCCOc2ccccc2OC)S(=O)(=O)c2ccccc2)cc1
  GAA glycogen mod: -17%[76.3 µM]
41. CC(C)(Oc1ccc(Cl)cc1)C(=O)NNC(=O)c1ccc(Br)o1
  GAA glycogen mod: 4%[76.3 µM]
42. O=C(Nc1ccc2ccccc2n1)c1ccccc1Br
  GAA glycogen mod: 3%
43. O=C(Nc1ccccc1)C1C(c2ccccc2)C1(Cl)Cl (configuration not stated)
  GAA glycogen mod: -13%[76.3 µM]
44. COC(=O)c1ccc(NC(=O)c2ccc[n+]([O-])c2)cc1
  GAA glycogen mod: 2%
45. COc1cccc(CN(C)C(=O)c2ccc(COc3ccc(Cl)cc3)cc2)c1OC
  GAA glycogen mod: -5%

# Pulled one by one from the list above:
44. COC(=O)c1ccc(NC(=O)c2ccc[n+]([O-])c2)cc1
  GAA glycogen mod: 2%
35. Fc1ccccc1/C=N/Nc1nc2ccccc2o1
  GAA glycogen mod: 0%

# Continuation:
46. CCC(Cc1ccccc1)NC(=O)/C=C/c1ccco1 (configuration not stated)
  GAA glycogen mod: -5%[76.3 µM]
47. COC(=O)c1ccccc1NC(=O)CCC(=O)N1CC(C)Sc2ccccc21 (configuration not stated)
  GAA glycogen mod: 13%[76.3 µM]
48. COc1cccc(CSc2nnc(-c3ccncc3)n2N)c1
  GAA glycogen mod: 0%
49. CCC(Sc1nnc(C)n2c1cc1occc12)C(=O)Nc1ccccc1F (configuration not stated)
  GAA glycogen mod: -15%[76.3 µM]
50. COCCCNc1oc(-c2ccc(COc3ccccc3C)o2)nc1C#N
  GAA glycogen mod: ?
51. S=C(Nc1ccccc1Cl)N1CCN(c2ccccn2)CC1
  GAA glycogen mod: -2%[76.3 µM]
52. COc1ccc(-c2nc(CN3CCC(C(=O)N4CCOCC4)CC3)c(C)o2)c(OC)c1
  GAA glycogen mod: -7%[76.3 µM]
53. CCCc1ccc(C(=O)CCC(=O)NNC(=O)c2ccncc2)cc1
  GAA glycogen mod: -1%[76.3 µM]
54. CC(=O)Nc1ccc(N2C(=O)c3cccc4c(O)ccc(c34)C2=O)cc1
  GAA glycogen mod: -2%
55. COc1ccccc1CNC(=O)CN1C(=O)c2ccc([N+](=O)[O-])cc2C1=O
  GAA glycogen mod: 5%
56. C=CCN(CC=C)S(=O)(=O)c1ccc(NC(=S)NC(=O)C2CC2)cc1
  GAA glycogen mod: -3%[76.3 µM]
57. O=[N+]([O-])c1ccc(N2CCc3ccccc3C2)cc1
  GAA glycogen mod: -1%[76.3 µM]
58. O=C(Nc1ccc(F)cc1)Nc1ccc2c(c1)OCO2
  GAA glycogen mod: 2%[76.3 µM]
59. Cc1ccc(S(=O)(=O)Nc2ccc(C(=O)N3CCOCC3)cc2)cc1
  GAA glycogen mod: 0%
60. CC1CCN(C(=O)CSc2nc3c(c(=O)n2C)SCC3)CC1
  GAA glycogen mod: -16%[76.3 µM]

61. COc1c(C)cc(Br)cc1C(=O)NC(=S)NCc1ccco1
  GAA glycogen mod: 1%[76.3 µM]
62. CCc1ccc(N=C2NC(=O)/C(=C/c3cc(Br)c(OCC(=O)O)c(OC)c3)S2)cc1
  GAA glycogen mod: 4%[76.3 µM]
63. O=C(CCn1c(=O)c2cccn2c2cccnc21)NCc1ccc(F)cc1
  GAA glycogen mod: 4%[76.3 µM]
64. CCOc1ccc(NC(=O)COC(=O)C2C3CC4OC(=O)C2C4C3)cc1 (configuration not stated)
  GAA glycogen mod: 6%
65. COc1ccc(OC)c(CNC(=O)Cn2nc(C)c3c(C)n(-c4ccc(C)cc4)nc3c2=O)c1
  GAA glycogen mod: 0%[76.3 µM]
66. CCCC(C(=O)NCCc1ccc(S(N)(=O)=O)cc1)c1ccccc1 (configuration not stated)
  GAA glycogen mod: 8%
67. CCc1ccc(C(=O)N2CCN(c3ccc(NC(=O)c4ccco4)cc3)CC2)cc1
  GAA glycogen mod: 2%[76.3 µM]
68. Cc1ncc(CN2CCC(C(=O)Nc3ccc(-n4cccn4)cc3)CC2)s1
  GAA glycogen mod: 0%[76.3 µM]
69. COc1ccc(Br)cc1S(=O)(=O)N1CCCc2ccccc21
  GAA glycogen mod: -6%[76.3 µM]
70. Cc1csc(NC(=O)C2CCCCC2)n1
  GAA glycogen mod: -12%[76.3 µM]
71. Cc1ccc(S(=O)Cc2ccc(C(=O)NCc3ccc(OC(C)C)cc3)o2)cc1 (configuration not stated)
  GAA glycogen mod: -2%[76.3 µM]
72. COc1cc(NC(=O)CCS(=O)(=O)c2ccc3c(c2)oc(=O)n3C)cc(OC)c1OC
  GAA glycogen mod: 1%[76.3 µM]
73. COc1cc(NC(=O)C2CCCN(S(=O)(=O)c3ccc4[nH]c(=O)ccc4c3)C2)cc(OC)c1 (configuration not stated)
  GAA glycogen mod: 0%[76.3 µM]
74. CCc1cc(=O)[nH]c(SCc2cccc3ccccc23)n1
  GAA glycogen mod: 11%[76.3 µM]
75. Nc1cc([N+](=O)[O-])cc2oc(-c3ccccc3)cc12
  GAA glycogen mod: -9%
76. COc1cc2sc(NC(=O)c3ccco3)nc2cc1Cl
  GAA glycogen mod: 1%

# Molecules listed so far that have an aryl methoxy group (22):
2. COc1ccc(NC(=O)CSCc2cc(=O)n3ccsc3n2)cc1
  GAA glycogen mod: -12%[76.3 µM]
3. COc1ccc(NC(=O)NNC(=O)COc2ccc3ccccc3c2)cc1
  GAA glycogen mod: 1%[76.3 µM]
5. COc1ccc(OC)c(S(=O)(=O)n2ccc(C)n2)c1
  GAA glycogen mod: -3%[76.3 µM]
8. COc1ccc(C(=O)Cn2cc([N+](=O)[O-])nc2C)cc1
  GAA glycogen mod: 6%
12. COc1ccc(CC(=O)N[C@@H](CCSC)C(=O)N2CCC3(CC2)NCCc2[nH]cnc23)cc1
  GAA glycogen mod: 9%[76.3 µM]
15. COc1ccc(Cn2c(-c3ccc(OC)cc3)n[nH]c2=S)cc1
  GAA glycogen mod: ?
17. COc1ccc(C(=O)c2c(C)oc3ccc(O)cc23)c(OC)c1
  GAA glycogen mod: 13%
25. COc1ccc(S(=O)(=O)N2CC(C)N(C(=O)N(C)C)C2C)cc1 (configuration not stated)
  GAA glycogen mod: 0%[76.3 µM]
30. CCC/C=N/Nc1nnc(Cc2ccc(OC)c(OC)c2)c(=O)[nH]1
  GAA glycogen mod: ?
32. COc1ccc(-c2cn3nc(N4CCCC(C(=O)Nc5cccc(Cl)c5C)C4)sc3n2)cc1 (configuration not stated)
  GAA glycogen mod: -13%[76.3 µM]
40. CCOc1ccc(N(CC(=O)NCCOc2ccccc2OC)S(=O)(=O)c2ccccc2)cc1
  GAA glycogen mod: -17%[76.3 µM]
45. COc1cccc(CN(C)C(=O)c2ccc(COc3ccc(Cl)cc3)cc2)c1OC
  GAA glycogen mod: -5%
48. COc1cccc(CSc2nnc(-c3ccncc3)n2N)c1
  GAA glycogen mod: 0%
52. COc1ccc(-c2nc(CN3CCC(C(=O)N4CCOCC4)CC3)c(C)o2)c(OC)c1
  GAA glycogen mod: -7%[76.3 µM]
55. COc1ccccc1CNC(=O)CN1C(=O)c2ccc([N+](=O)[O-])cc2C1=O
  GAA glycogen mod: 5%
61. COc1c(C)cc(Br)cc1C(=O)NC(=S)NCc1ccco1
  GAA glycogen mod: 1%[76.3 µM]
62. CCc1ccc(N=C2NC(=O)/C(=C/c3cc(Br)c(OCC(=O)O)c(OC)c3)S2)cc1
  GAA glycogen mod: 4%[76.3 µM]
65. COc1ccc(OC)c(CNC(=O)Cn2nc(C)c3c(C)n(-c4ccc(C)cc4)nc3c2=O)c1
  GAA glycogen mod: 0%[76.3 µM]
69. COc1ccc(Br)cc1S(=O)(=O)N1CCCc2ccccc21
  GAA glycogen mod: -6%[76.3 µM]
72. COc1cc(NC(=O)CCS(=O)(=O)c2ccc3c(c2)oc(=O)n3C)cc(OC)c1OC
  GAA glycogen mod: 1%[76.3 µM]
73. COc1cc(NC(=O)C2CCCN(S(=O)(=O)c3ccc4[nH]c(=O)ccc4c3)C2)cc(OC)c1 (configuration not stated)
  GAA glycogen mod: 0%[76.3 µM]
76. COc1cc2sc(NC(=O)c3ccco3)nc2cc1Cl
  GAA glycogen mod: 1%

# These rows are one share of the data, so the mix of outcomes need not match the whole.
